High-throughput results (PubChem BioAssay)
eIF4E 4G PPI = eIF4E/eIF4G interaction inhibition in translation initiation. P63073+Q04637. TR-FRET eIF4E-eIF4GI(517-606) binding, 2 h. inhibition, % at 21.7 µM. 0.37% of 220,000 active;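 active means inhibition above about 30%, limit read from the data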;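 further: 0% = full FRET control wells and 100% = background wells lacking eIF4GI fragment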
EP2 mod = EP2 receptor (human) modulation; P43116; EP2-expressing cells, cAMP HTRF FRET, PGE2 co-stimulation; induction, % at 25 µM; 0.83% of 260,000 active;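 active means compounds whose cAMP rise, as percent of the full-agonist control response, exceeds 60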;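 further: rat C6 glioma line stably carrying human EP2 under a CMV promoter; the protocol text gives 20 µM as final concentration; 100% = response of wells given 1 µM PGE2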
Target sequence (P43116 whole entry, looked up): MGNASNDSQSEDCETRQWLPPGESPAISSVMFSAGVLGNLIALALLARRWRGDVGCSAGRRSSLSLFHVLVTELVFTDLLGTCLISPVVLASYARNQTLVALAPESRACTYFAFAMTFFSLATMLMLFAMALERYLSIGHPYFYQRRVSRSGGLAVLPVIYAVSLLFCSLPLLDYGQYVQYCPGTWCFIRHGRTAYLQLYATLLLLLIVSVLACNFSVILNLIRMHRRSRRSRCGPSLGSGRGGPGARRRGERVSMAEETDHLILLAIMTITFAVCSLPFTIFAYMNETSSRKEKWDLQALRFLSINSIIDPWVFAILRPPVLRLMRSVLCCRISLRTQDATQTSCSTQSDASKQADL
NPY-Y2 PAM-ag = potentiates or activates human NPY-Y2 receptor. cells expressing NPY-Y2, potentiator/agonist read-out. P49146. activation, % at 3.6 µM. AID 1359. 0.45% of 220,000 active; in the data active means activation above about 27%;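 further: cells stimulated with NPY near EC25 plus isoproterenol at EC100; 0% = vehicle plus submaximal agonist and 100% = vehicle plus saturating agonist; some results beyond the cut were filed as inactive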
Target sequence (P49146 whole entry, looked up): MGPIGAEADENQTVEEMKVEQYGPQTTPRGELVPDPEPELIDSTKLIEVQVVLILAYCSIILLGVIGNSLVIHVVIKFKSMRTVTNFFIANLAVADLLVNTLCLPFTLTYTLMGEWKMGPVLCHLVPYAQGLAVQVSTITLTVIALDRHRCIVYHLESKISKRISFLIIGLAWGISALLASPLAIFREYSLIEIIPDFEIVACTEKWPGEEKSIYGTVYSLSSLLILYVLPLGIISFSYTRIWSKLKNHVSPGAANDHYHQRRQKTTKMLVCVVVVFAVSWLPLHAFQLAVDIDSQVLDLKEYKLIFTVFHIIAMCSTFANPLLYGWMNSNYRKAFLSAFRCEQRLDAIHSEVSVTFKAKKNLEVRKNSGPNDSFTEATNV
S1P4 agonist = activates the human S1P4 receptor | activation, % at 4.98 µM | O95977 | 0.35% of 220,000 active | S1P4-expressing cell line, agonist reporter assay | AID 1509; in the data active means activation above about 11%;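 further: 0% = DMSO vehicle and 100% = reference agonist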
S1P4 antag = human S1P4 receptor antagonism. S1P4-expressing cells, antagonist mode, reporter read-out. inhibition, % at 4.98 µM. O95977. 0.26% of 220,000 active. AID 1510; in the data active means inhibition above about 29%;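 further: 0% = wells stimulated with agonist and 100% = vehicle wells without agonist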
PGE2 EP2 inh = inhibitors of human EP2 prostaglandin E2 receptor. inhibition, % at 25 µM. C6 glioma cells expressing human EP2, cAMP TR-FRET; cells stimulated with saturating PGE2. 0.52% of 260,000 active. P43116;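 active means percent inhibition above 40 after rounding to a whole number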;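 further: rat C6 glioma host cells with rolipram phosphodiesterase inhibitor present; the protocol text gives 20 µM as final concentration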
NPY1 pot ag = potentiators or agonists of human neuropeptide Y receptor Y1. NPY-Y1 expressing cells, potentiator/agonist activation. activation, % at 3.6 µM. 0.37% of 220,000 active. AID 1304; in the data active means activation above about 33%, passing the limit was not always enough;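 further: cells stimulated with NPY at EC10 then isoproterenol at EC100; 0% = low agonist plus stimulus and 100% = saturating agonist plus stimulus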
Target sequence (P25929 whole entry, looked up): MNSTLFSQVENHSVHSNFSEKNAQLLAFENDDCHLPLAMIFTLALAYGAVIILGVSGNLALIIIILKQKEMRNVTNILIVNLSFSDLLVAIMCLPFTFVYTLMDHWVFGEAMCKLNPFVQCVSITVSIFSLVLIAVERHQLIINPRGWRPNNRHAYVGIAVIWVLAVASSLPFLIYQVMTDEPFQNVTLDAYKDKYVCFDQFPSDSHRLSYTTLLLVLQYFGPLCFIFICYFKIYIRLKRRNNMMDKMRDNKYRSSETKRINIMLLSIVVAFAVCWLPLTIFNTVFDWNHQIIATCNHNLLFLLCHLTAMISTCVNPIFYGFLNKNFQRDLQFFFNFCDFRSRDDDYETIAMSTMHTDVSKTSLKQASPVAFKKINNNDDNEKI
p97 ATPase inh = blocks human p97 ATPase activity | AID 1481 | P55072 | 0.42% of 220,000 active | recombinant p97 ATPase, Kinase-Glo ATP luminescence, 3 h | inhibition, % at 8 µM; in the data active means inhibition above about 15%;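 further: 0% = DMSO vehicle and 100% = wells lacking enzyme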
NPY Y1 blocker = antagonists of human neuropeptide Y receptor Y1; AID 1040; P25929; 1% of 200,000 active; inhibition, % at 3.6 µM; HEK293-CNG Y1 cells, membrane potential fluorescence; NPY at EC95, then isoproterenol;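 active means inhibition above the campaign mean inhibition of all tested compounds plus 3 SD, cut at about 20% in these data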;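 further: 0% = DMSO wells given NPY plus isoproterenol and 100% = isoproterenol alone without NPY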
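Benchmarks – high control isoproterenol alone, low control NPY with isoproterenol · Material – HEK293 Y1/CNG channel cell line · Times – dye 3 h, compound 60 min room temperature, stimulation 45 min · Probe or stimulus – NPY (25 nM), isoproterenol (1 µM), Ro 20-1724 (25 µM) · Evaluation – % inhibition of NPY effect · Signal – fluorescence, membrane potential probe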
Starred values were filed as active, the others as inactive; x = no result given; & = joins results of further samples; [ ] = remark or other dose. These rows are one share of the data; rates above refer to the full screens.

cpd	molecule	eIF4E 4G PPI	EP2 mod	NPY-Y2 PAM-ag	S1P4 agonist	S1P4 antag	PGE2 EP2 inh	NPY1 pot ag	p97 ATPase inh	NPY Y1 blocker
1	CCCn1nnnc1SCC(=O)N1CCOCC1	5	9	-12	1.5	5	18	22	6	6
2	CN(C)/C=C(/C(=O)c1ccccc1Cl)S(C)(=O)=O	1	1	-6	-0.8	-10	3	-12	-2	-2
3	COc1cc(NC2c3ncccc3C(=O)N2Cc2ccco2)cc(OC)c1OC (stereo unspecified)	2	3	-2	1.2	-12	3	-2	-4	13
4	COCCCn1cc(C(=O)c2cc(OC)ccc2OCC(=O)Nc2cc(C)on2)cc(C#N)c1=O	4	16	6	0.1	15	14	22	0	8
5	Nc1nc2c(Cl)ccc(Cl)c2s1	3	-49	-7	1.6	-4	10	-5	4	0
6	O=C(Nc1ccncc1)c1ccc(-c2ccccc2)cc1	1	-46	18	-0.2	-7	4	6	0	6
7	CCCCN(CC)CCNC(=O)c1cc2c(C)nc3ccccc3c2o1	2[fluorescence artefact?]	2	0	-1.4	-11	11	-52	-11	1
8	COc1cccc(/C=N/NC(=O)CSc2cccc3cccnc23)c1	-4	-69	-8	-1.4	25	4	-11	-4	x
9	Clc1cccc(CSc2nccn2-c2ccccc2)c1	10	31	-17	0.4	17	12	10	-1	0
10	O=C(NCCN1CCOCC1)C(=O)NCc1ccco1	-4	-22	-1	-0.7	-12	5	8	4	2
11	CCc1cc2cc(C)cc(C)c2nc1SCC(=O)N1CCN(C(=O)c2ccco2)CC1	-6[fluorescence artefact?]	-34	-15	1.1	1	17	-16	-6	-5
12	Cc1ccc2c(c1)C(c1ccncc1)=NNC(c1ccc(F)cc1)=N2	0	-67&-41	-2	-0.3	8	15&3	-11	-4	1
13	CCCOc1cc(C)c(S(=O)(=O)NCCOC)cc1C	4	11	9	-3.6	-2	15	10	3	3
14	O=C(O)c1ccc(CNC(=O)c2ccccc2NC(=O)c2cccc([N+](=O)[O-])c2)cc1	2	6	-12	1.1	-10	15	11	9	2
15	Cc1cccc(C(=O)NC(=S)N2CCN(C(=S)NC(=O)c3cccc(C)c3)CC2)c1	-6	10	2	-1.8	-14	4	17	-7	8
16	Cc1ccc(S(=O)(=O)NCc2ccncc2)cc1C	-1	-39	19	1.1	-27	10	-20	0	5
17	O=C(NCCN1C(=O)S/C(=C\c2ccc(OC(F)F)cc2)C1=O)[C@@H]1CCCN1C(=O)c1cccs1	2	17	5	3.1	-37	2	-2	-3	4
18	CC1CCCC(NC(=O)COC(=O)c2c[nH]c(=O)[nH]c2=O)C1C (stereo unspecified)	-16	17	7	1.7	5	9	6	3	-3
19	CCO[C@H]1OC(C(=O)NCc2ccccc2)=C[C@@H](c2ccc(Br)cc2)[C@@H]1CCCO	2	-38	11	-0.9	7	18	20	5	-2
20	C=CCNC(=S)N/N=C/c1ccc(C)c([N+](=O)[O-])c1	0	17	-2	-0.6	-14	6	-9	-5	-3
21	O=C(C1=C[C@H](C2CCCCC2)C[C@H](OCCCCO)O1)N1CCOCC1	1	-10	-5	-0.4	6	2	0	1	-4
22	O=C(c1ccc(NC(=O)C2(c3ccccc3)CCCC2)cc1)N1CCOCC1	-13	5	-10	-0.4	3	3	19	-4	x
23	COc1ccc(CN2CCCCC2C(=O)Nc2ccc(OC)c(OC)c2)cc1OC (stereo unspecified)	6[fluorescence artefact?]	8	12	1.0	-4	5	6	5	-11
24	CCOC(=O)C(=N/O)/C(C)=N/NC(C)=O	-2	11	-5	2.6	-17	2	2	3	-4
25	O=C(C1CCC(Cn2c(=S)[nH]c3ccccc3c2=O)CC1)N1CCN(c2ccccn2)CC1 (stereo unspecified)	0	-1	2	0.1	-12	11	-12	5	5
26	CCOC(=O)N1CCC(NS(=O)(=O)c2ccccc2)CC1	0	15	4	-0.5	5	6	3	-3	x
27	Cc1nc2c(-c3ccc(F)cc3)c(C)nn2c(C)c1CCC(=O)NC(C)CCc1ccco1 (stereo unspecified)	3	42	-9	3.3	-6	6	4	0	-2
28	O=C(O)c1sccc1S(=O)(=O)c1ccccc1	-5[fluorescence artefact?]	21	3	0.7	-16	9	-5	6	5
29	COc1ccc(C(C)=O)cc1COC(=O)c1ccc2c(c1)OCO2	-2	34	-10	-0.2	-17	9	-8	-1	7
30	CCn1ncc(C(=O)Nc2cc(C)on2)c1C	4	21	14	0.4	-9	5	-3	0	0
31	N=c1c2c(n(Cc3ccc([N+](=O)[O-])cc3)c3c1CCC3)CCCC2	2	26	-11	0.5	-7	5	-6	5	5
32	c1ccc(CSc2ncccn2)cc1	11[fluorescence artefact?]	26	-11	0.9	-23	7	-21	-4	-2
33	CCOC(=O)Cc1csc(NC(=O)c2cccc(N3C(=O)CCC3=O)c2)n1	-4	8	13	3.1	-19	8	-5	2	0
34	Cc1ccc(NC(=O)N2CCC(c3nc4c(nnn4Cc4cccc(Cl)c4)c(=O)[nH]3)CC2)cc1	27[fluorescence artefact?]	7	-3	-2.2	-4	5	-18	0	1
35	Cc1ccc(CNC(=O)C2CCCN(S(C)(=O)=O)C2)cc1 (stereo unspecified)	-11[fluorescence artefact?]	-5	1	1.5	6	7	5	2	0
36	CCOc1cccc(-c2nc3cc(C)ccc3o2)c1	-6	-4	10	-0.7	-7	10	-13	3	3
37	O=C(COn1nnc2ccc(Cl)cc21)Nc1ccc(F)cc1	-1	-28	23	-0.1	1	14	6	5	0
38	Cc1cccc(NC(=O)CN2C(=O)S/C(=C\c3cc(C)n(C)c3C)C2=O)c1	2	21	5	0.0	-18	20	-21	1	9
39	COc1ccc(NC(=O)Nc2ccc(Br)c(C)c2)cc1	0	0	10	1.0	-2	4	2	5	-4
40	O=C(/C=C/c1cccc(Cl)c1)NCc1ccncc1	-11	-42	0	-1.9	7	2	16	-5	2
41	CC12C=CC3(O1)C(C(=O)N(c1ccccc1)C3C(=O)NC1CCCC1)C2C(N)=O (stereo unspecified)	3[fluorescence artefact?]	17	-11	-1.4	-13	10	-29	-3	-1
42	CCOC(=O)c1c(C)c(C(=O)NCCc2ccccc2)c(C)n1C	-2	-34	-6	-1.5	-25	3	-7	4	5
43	Cc1nnc2c(NC(C)C)nc3ccccc3n12	-7	-4	4	0.8	8	13	-5	-1	-9
44	O=C(NCCCO)/C(=C\c1cn(-c2ccccc2)nc1-c1cccnc1)NC(=O)c1ccccc1	1	19	14	0.5	2	12	14	0	3
45	CC(=O)NC(=S)NNC(=O)C(c1ccccc1)c1ccccc1	-2	1	6	-2.3	3	4	15	3	-6
46	C=CCn1c(=N)c(C(=O)OCC)cc2c(=O)n3cccc(C)c3nc21	x	x	14	2.7	6	18	-4	5	5
47	COc1ccc(/C=C2\C(=O)ON=C2c2cccc([N+](=O)[O-])c2)cc1	3	-35	2	-2.3	1	3	18	6	1
48	OCc1cn(-c2ccccc2)nc1-c1cccnc1	2	-1	-5	0.2	-5	9	21	8	-6
49	O=C(CCC(=O)c1ccc(Cl)cc1)OCC(=O)c1ccccc1	5	-45	-13	0.2	-7	2	-24	1	13
50	O=C(O)C1CCCCN1S(=O)(=O)c1ccccc1 (stereo unspecified)	4	10	-8	1.1	-16	20	10	-5	4
51	CCNC(=S)Nc1ccc(OCC)cc1	-6[fluorescence artefact?]	19	-8	-0.9	-3	1	6	-1	0
52	O=C(O)CCCCCCCCCCP(=O)(c1ccccc1)c1ccccc1	4	12	0	0.4	-5	7	11	-1	x
53	COc1cccc(NC(=O)Nc2cc(C)ccc2OC)c1	0	0	2	-0.5	13	7	5	2	-3
54	Cc1nc2ccccc2n1CC(=O)NC1CCCCCC1	-5	-11	-6	1.0	-5	6	2	4	x
55	Cn1cc(Br)c(C(=O)NC(=S)N2CCN(c3ccccn3)CC2)n1	2	15	8	0.8	0	13	6	0	-3
56	O=C(c1ccccc1Cl)N1CCSCC1	-6	3	12	1.1	-6	3	8	9	x
57	CCCCN(CCCC)S(=O)(=O)c1ccc(NC(=O)Cc2cccs2)cc1	-2[fluorescence artefact?]	-32	5	-0.2	2	5	12	-1	-1
58	O=C(NC1CCCC1)c1cccc(NC(=O)c2ccco2)c1	-8	14	-6	0.4	16	6	5	4	5
59	COCCN(C(=O)c1ccco1)c1nnc(-c2ccc(F)cc2)s1	-3	-16&-24	-4	-1.3	6	10&7	5	-1	0
60	COC(=O)c1ccc2c(=O)n(CCCCCC(=O)N3CCN(c4ccc(F)cc4)CC3)c(=O)[nH]c2c1	7	-37	2	0.9	-8	18	8	-1	-1

Whole records, looked up by structure:
Record of CCNC(=S)Nc1ccc(OCC)cc1 → eIF4E 4G PPI: -6[fluorescence artefact?]; EP2 mod: 19; NPY-Y2 PAM-ag: -8; S1P4 agonist: -0.9; S1P4 antag: -3; PGE2 EP2 inh: 1; NPY1 pot ag: 6; p97 ATPase inh: -1; NPY Y1 blocker: 0
Record of Cn1cc(Br)c(C(=O)NC(=S)N2CCN(c3ccccn3)CC2)n1 → eIF4E 4G PPI: 2; EP2 mod: 15; NPY-Y2 PAM-ag: 8; S1P4 agonist: 0.8; S1P4 antag: 0; PGE2 EP2 inh: 13; NPY1 pot ag: 6; p97 ATPase inh: 0; NPY Y1 blocker: -3

(listing goes on)
cpd	molecule	eIF4E 4G PPI	EP2 mod	NPY-Y2 PAM-ag	S1P4 agonist	S1P4 antag	PGE2 EP2 inh	NPY1 pot ag	p97 ATPase inh	NPY Y1 blocker
61	CN(CCC#N)CC(=O)Nc1ccc(NC(=O)CN(C)CCC#N)cc1	3	17	-4	2.2	7	10	-2	6	4
62	Cc1nc(CNS(=O)(=O)c2cc(F)ccc2F)cs1	3	20	-4	1.8	-27	7	-11	-5	0
63	FC(F)(F)Oc1ccc(NC(=S)Nc2ccccc2N2CCOCC2)cc1	-3	-31	9	-0.7	-7	3	-8	5	x
64	Cc1cc(NC(=O)c2cn(C3CCCCC3)c(=O)c3c2c2ccccc2n3C)no1	10	18	-6	-0.5	-14	10	-27	10	12
65	Cc1cc(C)nc(SCc2cc(=O)c(OC(=O)c3ccc(Br)o3)co2)n1	1	38	-10	1.4	-2	-3	-35	9	-3
66	COc1ccc(C(=O)OCC(=O)Nc2nc3c(F)c(F)c(F)cc3s2)cc1OC	-3	0	-3	0.5	-4	10	-12	-3	0
67	O=C(NCc1ccccc1)C1=C[C@@H](C2CC2)C[C@@H](OCc2ccc(CO)cc2)O1	2	-14	-5	0.3	-2	8	-9	2	0
68	CN(C)c1ccc(/C=C2/NC(=O)NC2=O)cc1	3	1	-5	3.7	2	16	-29	-2	-7
69	COc1ccc(CN2C(=O)CCC2(C)C(=O)NC2CCCCCC2)cc1 (stereo unspecified)	2	46	15	-0.3	1	6	18	1	7
70	COc1ccc(S(=O)(=O)N(CC(=O)NCC2CCCO2)c2ccc(F)cc2)cc1OC (stereo unspecified)	-2	5	-4	-2.1	4	6	-9	-3	4
71	COc1ccc(NC(=O)/C(C#N)=C\c2cc(C)n(-c3ccc4c(c3)OCO4)c2C)cc1	-3	-21	0	0.8	-7	7	-4	-3	-4
72	CCCCC(=O)Nc1ccc(NC(=S)NC(=O)CCCCl)cc1OC	16[fluorescence artefact?]	27	3	0.0	-18	5	-4	-2	12
73	Cc1c(NC(=O)c2cc3ccccc3oc2=O)c(=O)n(-c2ccccc2)n1C	3	13	-6	1.9	-13	14	-3	4	6
74	C=CCNC(=O)/C(=C\C=C\c1ccccc1)NC(=O)c1ccccc1Cl	-50	2	-8	-0.3	-19	3	-20	-7	-2
75	CCn1c(=O)cc(OCC(=O)Nc2ccccc2C#N)c2ccccc21	-1	12	1	1.0	-2	6	8	-4	-1
76	COc1ccc(OC)c(/C=N/n2c(-c3n[nH]c4c3CCC4)n[nH]c2=S)c1	4	16	-11	-0.5	-2	9	14	8	x
